High-throughput results (PubChem BioAssay)
Mot1-301 SUMO – SUMOylation pathway inhibition by Mot1-301 growth rescue. growth rescue, % at 18.8 µM. S. cerevisiae Mot1-301 growth rescue, ATP luminescence, 38.5C; percent above DMSO median, 100 means doubled. hit rate 1% among 320,000;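 active = every valid replicate shows activation above 250% relative to neutral control wells; inactive = the rest, any valid replicate at or below 250%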;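 also: OY570 slx delta 5 strain wells were the positive control but not used for scaling; some compounds called inactive have numbers as strong as hits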
Tat export inh – inhibitors of E. coli Tat protein transport; inhibition, % at 10 µM; E. coli MC4100 TorA-mCherry Tat export, fluorescence; hit rate 0.036% among 340,000; AID 488895;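 active = mean replicate inhibition at least 50% and at least half of replicates individually reaching 50%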;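 also: exported cargo escapes ClpAP degradation while cytoplasmic cargo is degraded and loses fluorescence; 0% = median of neutral control wells and 100% = median of NaSCN control wells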
DSG3 Ab inh – human desmoglein-3 autoantibody binding inhibition. P32926. hit rate 0.48% among 310,000. AID 588358. DSG3-coupled beads, scFv-anti-DSG3-GFP binding, flow cytometry; active compounds read low. binding (percent of control), % at 10 µM;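 active = binding more than 3 SD below its plate's average and above zero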;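 also: hits lower antibody fragment binding to DSG3; some compounds called inactive have numbers as strong as hits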
OPRM1-OPRD1 ag – agonists of human mu-delta opioid receptor heterodimerization | hit rate 0.3% among 340,000 | cells, OPRM1-OPRD1 heterodimerization, luminescence | activation, % at 9.3 µM; in the data active = activation above about 18%;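 also: 0% = vehicle-treated cells and 100% = reference agonist; values of inactives mirror those of a sister screen read the other way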
Target sequence (P35372 whole entry, looked up): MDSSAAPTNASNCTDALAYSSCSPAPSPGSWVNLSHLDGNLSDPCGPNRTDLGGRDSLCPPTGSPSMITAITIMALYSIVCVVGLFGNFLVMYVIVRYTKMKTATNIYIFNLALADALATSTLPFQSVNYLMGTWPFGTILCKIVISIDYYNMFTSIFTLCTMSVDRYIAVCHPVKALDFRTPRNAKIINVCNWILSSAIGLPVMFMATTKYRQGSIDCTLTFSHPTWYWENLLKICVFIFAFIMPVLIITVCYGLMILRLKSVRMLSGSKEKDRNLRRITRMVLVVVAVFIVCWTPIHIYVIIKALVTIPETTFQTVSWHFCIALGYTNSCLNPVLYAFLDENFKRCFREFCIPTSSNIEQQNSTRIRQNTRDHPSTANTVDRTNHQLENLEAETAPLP
Target sequence (P41143 whole entry, looked up): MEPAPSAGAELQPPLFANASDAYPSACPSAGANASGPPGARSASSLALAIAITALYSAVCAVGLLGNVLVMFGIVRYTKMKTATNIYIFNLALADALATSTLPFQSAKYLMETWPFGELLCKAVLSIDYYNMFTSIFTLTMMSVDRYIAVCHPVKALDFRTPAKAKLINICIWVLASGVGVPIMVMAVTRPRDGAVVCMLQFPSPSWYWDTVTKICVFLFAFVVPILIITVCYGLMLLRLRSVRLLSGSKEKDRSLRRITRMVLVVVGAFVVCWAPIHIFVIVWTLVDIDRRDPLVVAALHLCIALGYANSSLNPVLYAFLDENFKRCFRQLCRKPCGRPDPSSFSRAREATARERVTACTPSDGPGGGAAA
PfHsp90 set2 – reduces growth (ATP signal) of yeast expressing P. falciparum Hsp90; inhibition, % at 9.4 µM; hit rate 0.32% among 310,000; S. cerevisiae expressing PfHsp90, BacTiter-Glo ATP, 48 h; yeast lacking PDR1 and PDR3 efflux regulators;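 active = every replicate shows inhibition above about 80%, whatever the replicate mean, limit read from the data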;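 also: 0% = DMSO neutral controls and 100% = 20 µM radicicol positive controls; yeast relying on Plasmodium falciparum Hsp90 in place of its own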
phage Ecoli inh – E. coli growth loss with phage present. growth absorbance. hit rate 0.26% among 360,000. AID 651602. inhibition, % at 11.9 µM; in the data active = inhibition above about 11%
MOR-DOR inv ag – inverse agonist of human OPRM1-OPRD1 heterodimerization; inhibition, % at 9.3 µM; cell-based MOR-DOR heterodimer luminescence, inverse agonism; hit rate 0.21% among 340,000; P35372+P41143; in the data active = inhibition above about 22%, passing the limit was not always enough;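 also: 0% = cells with DMSO and 100% = wells without cells with DMSO; values of inactives mirror those of a sister screen read the other way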
PKA-R1A act – activates the PKA-R1A holoenzyme complex; PKA-R1A dissociation, Cy5-IP20 fluorescence polarization; scaled: DMSO 0%, 113 µM cGMP 100%; activation, % at 11.4 µM; hit rate 0.083% among 340,000; AID 504707;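 active = percent activation above the mean of all tested compounds plus 3 SD, cut at about 19% in these data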;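 also: higher means more PKAc released from R1A so a rise in polarization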
AddAB inh – less growth of phage-infected E. coli with AddAB; E. coli expressing H. pylori AddAB, absorbance growth; inhibition, % at 11.9 µM; hit rate 0.29% among 330,000; in the data active = inhibition above about 12%;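 also: 0% = vehicle wells of infected cells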
Ecoli viability – reduces bacterial viability in AddAB counter-screen | hit rate 0.27% among 330,000 | inhibition, % at 11.9 µM | E. coli V3065 growth, OD600 absorbance, 18 h;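 active = inhibition above the campaign's mean inhibition across all tested compounds plus 3 SD, cut at about 9.9% in these data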;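 also: uninfected addAB+ strain grown without phage in ampicillin broth; 0% = DMSO wells and 100% = ciprofloxacin 0.95 µg/ml wells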
Arrestin-AP2 inh – inhibitors of human beta-arrestin and AP2 interaction | FITC-arrestin peptide / GST-AP2 beads, flow cytometry; AP2 beta2 appendage carries R879A mutation | inhibition, % at 10 µM | hit rate 0.31% among 340,000 | AID 504490;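 active = inhibition above a set limit, near 3 SD of compounds lacking own fluorescence, cut at about 54% in these data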;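 also: plate controls were DMSO wells for no effect and 5 µM unlabelled arrestin peptide for full effect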
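System: GST-AP2 R879A glutathione beads; medium: PBS, Tween 20 0.05%, BSA 0.1%; reagent: fluorescein-tagged arrestin peptide at 50 nM final; schedule: pre-incubation 12 min, peptide binding 1 h, room temperature; detection: flow cytometry, FL1 (488/535 nm); read-out: inhibition as reduced fluorescein signal on beads, percent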
An asterisk follows results filed as active; . = no result given.

canonical_smiles,Tat export inh,PfHsp90 set2,phage Ecoli inh,Mot1-301 SUMO,DSG3 Ab inh,OPRM1-OPRD1 ag,Arrestin-AP2 inh,Ecoli viability,MOR-DOR inv ag,PKA-R1A act,AddAB inh
CCOCCCNS(=O)(=O)c1ccc(NC(=O)c2ccc([N+](=O)[O-])cc2Cl)cc1,0,-2,2.4,5,132,2.5,-4,-2.5,-13,1,-1.0
O=C(NCCN1C(=O)S/C(=C\c2cccnc2)C1=O)C1=NN(c2ccccc2)C(=O)CC1,8,14,3.0,195,106,-2.4,-8,-0.6,12,-3,0.4
O=C(NNC(=O)c1ccc([N+](=O)[O-])cc1C(=O)O)c1ccncc1,4,12,0.2,-3,103,-2.7,-8,-1.0,13,1,2.7
O=C(O)CCCn1cc(NC(=O)c2cccc(F)c2)cn1,1,31,3.3,-8,113,-0.2,22,0.0,1,-9,3.5
Cc1sc(N2C(=O)C3C4C=CC(C4)C3C2=O)c(C#N)c1C (stereo unspecified),-5,9,0.4,-1,104,-1.5,15,1.2,8,1,9.3
Nn1c(Cc2cccc3ccccc23)nnc1SCC(=O)NCC1CCCO1 (stereo unspecified),6,14,3.0,45,102,-3.7,-2,1.5,18,-9,0.7
Cc1ccccc1C(=O)N1CCC(C(=O)N(C)CC(=O)Nc2cccc(F)c2)CC1,1,11,1.1,-4,102,0.3,-5,0.0,-2,-1,-0.9
CCc1ccc(N(CC(=O)Nc2ccc(NC(C)=O)cc2)S(=O)(=O)c2ccccc2)cc1,1,-17,1.1,13,104,0.3,0,-1.6,-2,-3,2.3
O=C(CO/N=C/c1ccc(OC(F)F)cc1)NCc1ccco1,10,-10,5.6,-20,100,-1.4,7,2.1,7,-13,1.4
Cc1[nH]c2ccc(-c3nnc(SCC(=O)NCc4ccco4)n3Cc3ccccc3)cc2c1C,4,22,0.7,2,101,-0.1,5,0.4,1,-7,0.6
Cn1c(NCCCN2CCOCC2)nc2c1c(=O)n(Cc1ccc(Cl)c(Cl)c1)c(=O)n2C,3,4,0.8,-4,.,-1.6,6,-1.9,8,5,2.0
CCOc1ccccc1NC(=S)NC(=O)C1CCCCC1,5,-11,-0.7,1,110,1.4,-6,0.9,-10,-13,3.0
O=S(=O)(c1ccc(N2CCN(CCO)CC2)nc1)N1CCCCC1,4,12,1.1,9,.,-0.9,-2,-2.0,4,-6,4.6
CN(C)c1nc(NCc2ccccc2)nc(Oc2ccc(=O)[nH]n2)n1,-3,.,3.5,48,.,-1.8,1,1.0,11,3,2.9
CCCCC(CCC(=O)O)(C(=O)OCC)c1csc(N)n1 (stereo unspecified),4,5,2.5,-3,109,-2.2,-10,-0.4,12,-3,2.3
O=C(NCC1CCCO1)c1cc(-c2ccncc2)nc2ccc(S(=O)(=O)N3CCOCC3)cc12 (stereo unspecified),-1,-9,4.5,-3,114,-3.1,-1,-1.6,17,6,-0.1
COc1cc(Cl)ccc1OCc1cc(C(=O)N2CC[C@@H]3CCCC[C@H]3C2)no1,9,-20,1.4,173,.,4.5,-17,-1.3,-24,-11,0.2
CC(C)(C)c1ccc(S(=O)(=O)NCC(=O)N2CCCC2)cc1,-3,-1,2.5,0,96,-2.9,12,1.5,13,-7,1.1
CCOC(=O)CN(C(=O)Cn1nnc(-c2ccc(C)cc2)n1)C(CC)C(=O)NC1CCCC1 (stereo unspecified),8,-13,0.3,-7,105,-1.4,3,2.1,7,0,2.4
C/C(=N\O)C1CC(CC(=O)O)C1(C)C (stereo unspecified),-9,8,0.4,271,91,-2.8,-17,0.5,14,-2,-2.6
Cc1cc(C)c(O)c(-c2n[nH]c3c2C(c2cccc(O)c2)N(Cc2ccco2)C3=O)c1 (stereo unspecified),12,5,1.2,25,94,16,-10,2.5,-84,-3,3.6
COc1ccc2c(c1)c(/C=N/Nc1nc3ccccc3[nH]1)c(C)n2C,6,14,-0.5,6,112,7.6,1,1.3,-39,7,2.1
O=S(=O)(c1cccc(-c2cn3ccccc3n2)c1)N1CCCCC1,-3,7,2.1,0,99,-1.1,16,-3.6,6,-7,-1.0
Cc1ccc(S(=O)(=O)NN2C(=O)/C(=C/c3cccnc3)SC2=S)cc1,-8,18,-1.4,75,96,-2.2,0,3.0,11,0,0.5
CCOc1ccccc1C1C(C(N)=O)=C(C)Nc2nc(CCCO)nn21 (stereo unspecified),-12,7,3.2,-14,108,0.2,7,-0.2,-1,-4,4.1
Cc1ccc(Cn2ccc(NC(=O)c3nn(C)cc3Cl)n2)cc1,6,-2,3.2,1,115,-0.1,-2,0.5,1,-1,3.0
Cc1nc(-c2ccc3c(c2)OCCO3)cs1,-3,-7,4.1,-2,82,-2.3,-2,3.0,15,6,0.6
O=C(Nc1nc2ccccc2s1)C1CCN(C(=O)c2ccco2)CC1,7,20,3.8,-9,97,1.9,25,1.8,-15,-5,5.2
O=C(c1ccco1)N1CCN(c2cccc(Cl)c2)CC1,0,-6,3.8,173,109,-0.2,-6,-0.6,1,4,2.1
COc1ccc(NC(=O)c2cc(CC(C)C)on2)cc1OC,2,-2,1.8,9,100,-0.2,1,-0.1,1,-1,2.7

Some entries already given with just Mot1-301 SUMO, Tat export inh and MOR-DOR inv ag:
smiles | Mot1-301 SUMO | Tat export inh | MOR-DOR inv ag
CCc1ccc(N(CC(=O)Nc2ccc(NC(C)=O)cc2)S(=O)(=O)c2ccccc2)cc1 | 13 | 1 | -2
CCOCCCNS(=O)(=O)c1ccc(NC(=O)c2ccc([N+](=O)[O-])cc2Cl)cc1 | 5 | 0 | -13
O=C(CO/N=C/c1ccc(OC(F)F)cc1)NCc1ccco1 | -20 | 10 | 7
O=C(NNC(=O)c1ccc([N+](=O)[O-])cc1C(=O)O)c1ccncc1 | -3 | 4 | 13
O=S(=O)(c1cccc(-c2cn3ccccc3n2)c1)N1CCCCC1 | 0 | -3 | 6
CCOc1ccccc1C1C(C(N)=O)=C(C)Nc2nc(CCCO)nn21 (stereo unspecified) | -14 | -12 | -1
CN(C)c1nc(NCc2ccccc2)nc(Oc2ccc(=O)[nH]n2)n1 | 48 | -3 | 11

The listing continues.
canonical_smiles,Tat export inh,PfHsp90 set2,phage Ecoli inh,Mot1-301 SUMO,DSG3 Ab inh,OPRM1-OPRD1 ag,Arrestin-AP2 inh,Ecoli viability,MOR-DOR inv ag,PKA-R1A act,AddAB inh
Cc1ccc(-c2nc(CS(=O)CC(=O)NCCCN3CCN(Cc4ccccc4)CC3)c(C)o2)cc1 (stereo unspecified),-2,-5,2.2,3,94,2.0,13,-3.1,-10,-5,0.5
CC1CCC2(CC1)NC(=O)N(CC(=O)c1ccc3c(c1)OCO3)C2=O (stereo unspecified),-19,-1,2.1,-9,100,-3.5,6,1.0,18,4,5.1
COc1cc(/C(=C/c2ccccc2)c2ccccc2)c2c(c1)oc1ccccc12,-4,.,1.0,2,103,-2.3,4,0.7,13,-6,-0.8
Cn1cccc1Cc1nnc(SCC(=O)NCc2ccccc2)n1-c1ccc(F)cc1,15,-3,0.3,-9,111,-2.9,-5,0.2,14,-7,0.9
COc1ccc(C2OCC3(O)C(c4ccc(OC)c(OC)c4)OCC23)cc1OC (stereo unspecified),-5,-21,2.0,2,105,-1.8,11,1.2,9,2,5.9
Cc1cc(C)c(C)c(S(=O)(=O)N2CCN(C(=S)NCC3CCCO3)CC2)c1C (stereo unspecified),-1,-61,4.6,142,96,0.2,-12,0.8,-1,-12,0.4
O=C(Cn1c(=O)oc2cc(S(=O)(=O)N3CCCC3)ccc21)N1CCN(c2ccccc2)CC1,4,-13,0.7,-11,105,-0.9,17,2.1,5,-11,2.1
CCOC(=O)C1(Cc2ccc(Cl)cc2)CCN(Cc2cnc(N)nc2)CC1,-7,-14,1.6,7,99,-1.7,0,1.9,10,0,0.5
O=C(O)C1CC=CCC1C(=O)Nc1ccccc1C(=O)N1CCN(c2ccccc2)CC1 (stereo unspecified),1,-25,3.0,-13,.,-2.8,25,-1.2,13,-1,2.4
CCOc1ccc(NS(=O)(=O)c2cc(C(=O)NCC3CCCO3)ccc2Cl)cc1 (stereo unspecified),-6,14,-0.2,8,100,-0.9,27,-1.4,5,1,-0.6
O=C(COc1ccccc1)Nc1nccs1,-3,23,3.4,44,99,1.7,-2,-0.1,-10,-1,0.6
COc1ccc(CNC(=O)C2CCCN2C(=O)NCc2ccccc2)cc1 (stereo unspecified),-2,6,0.3,-14,105,-1.7,-8,1.3,8,2,0.9
N#Cc1ccccc1NC(=O)COC(=O)CN1C(=O)C2CCCCC2C1=O (stereo unspecified),12,.,-1.8,-3,104,-2.2,8,1.1,11,-10,0.6
Cc1cc2c(cc1S(=O)(=O)N1CCCC1)n(C)c(=O)c(=O)n2C,-9,-14,3.9,-7,108,-3.1,-4,-0.9,16,0,3.1
N#Cc1nnn(-c2ccc(Cl)cc2)c1N,4,-6,.,.,101,-3.4,-13,0.8,18,-11,3.7
Cc1noc(C)c1COc1ccc(C(=O)OCC(=O)N2CC3(C)CC2CC(C)(C)C3)cc1 (stereo unspecified),18,6,-0.3,4,101,0.3,-4,-2.1,-2,4,-1.5
C=CCc1cc(Cl)ccc1OCCCn1ccnc1,-5,3,-0.1,76,97,1.6,21,-2.4,-8,-5,0.3
CCN(CC)c1ccc2cc(C(=O)NCc3ccc(F)cc3)c(=N)oc2c1,-1,5,2.0,-11,.,-0.8,15,0.8,5,-8,-0.2
O=C(CSc1nnc(CNc2cccc(C(F)(F)F)c2)n1Cc1ccco1)NCc1ccco1,5,14,0.3,-16,88,0.3,-4,-1.5,-1,-1,0.0
CCOc1c(Cl)cc(C(=O)Nc2ccccc2C(=O)O)cc1Cl,-1,-4,-0.2,-28,103,-2.3,-2,0.6,11,-20,0.3
Nc1nnc(SCC(=O)Nc2ccc(Cl)c(C(=O)O)c2)s1,-2,-2,3.1,-21,100,-3.1,35,1.7,18,-4,4.4

Arranged by the number under Arrestin-AP2 inh (high to low): 3 of the compounds above.
structure	Tat export inh	PfHsp90 set2	phage Ecoli inh	Mot1-301 SUMO	DSG3 Ab inh	OPRM1-OPRD1 ag	Arrestin-AP2 inh	MOR-DOR inv ag	PKA-R1A act	AddAB inh
Cc1ccc(-c2nc(CS(=O)CC(=O)NCCCN3CCN(Cc4ccccc4)CC3)c(C)o2)cc1 (stereo unspecified)	-2	-5	2.2	3	94	2.0	13	-10	-5	0.5
N#Cc1ccccc1NC(=O)COC(=O)CN1C(=O)C2CCCCC2C1=O (stereo unspecified)	12	.	-1.8	-3	104	-2.2	8	11	-10	0.6
Cc1noc(C)c1COc1ccc(C(=O)OCC(=O)N2CC3(C)CC2CC(C)(C)C3)cc1 (stereo unspecified)	18	6	-0.3	4	101	0.3	-4	-2	4	-1.5
